# Screening results: PubChem, ICCB-Longwood Screening Facility, Harvard Medical School
# PV pol inh – inhibitors of poliovirus RNA polymerase binding and polymerization; P03300; poliovirus polymerase elongation, fluorescence polarization; active compounds read low; % elongation, % (compound at 16.7 µg/mL); actives 0.66% (n = 150,000); in the data active = % elongation below about 90%; note: some results filed as inactive read as strong as hits
# Target sequence (P03300 1749-2209 limits assumed): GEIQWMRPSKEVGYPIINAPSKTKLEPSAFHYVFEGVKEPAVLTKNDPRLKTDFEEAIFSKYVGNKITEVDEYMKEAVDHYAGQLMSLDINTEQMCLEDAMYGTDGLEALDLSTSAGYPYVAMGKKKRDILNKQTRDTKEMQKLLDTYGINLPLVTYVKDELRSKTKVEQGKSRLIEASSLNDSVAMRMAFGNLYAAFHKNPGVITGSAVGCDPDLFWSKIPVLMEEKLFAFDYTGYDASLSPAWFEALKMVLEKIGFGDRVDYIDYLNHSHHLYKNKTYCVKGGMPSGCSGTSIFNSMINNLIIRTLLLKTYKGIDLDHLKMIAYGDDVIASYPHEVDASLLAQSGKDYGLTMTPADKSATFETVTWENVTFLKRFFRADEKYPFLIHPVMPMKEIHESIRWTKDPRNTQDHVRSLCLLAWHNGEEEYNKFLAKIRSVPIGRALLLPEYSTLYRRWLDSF
# PV pol inh FP z-score – second read-out of PV pol inh, no call of its own (marks repeat the call); z-score; measured here: FP z-score; hits read low
# Starred values were filed as active, the others as inactive; & = joins results of further samples. Only part of the results is shown, so the mix of outcomes need not match the whole.
SMILES,PV pol inh,PV pol inh FP z-score
COc1cc2c(cc1OC)C(C(=O)NCc1ccc3c(c1)OCO3)C1c3ccccc3CCN1C2=O (centres undefined),99,-0.3
CCc1nnc(NC(=O)CSC2=NCCS2)s1,99,-0.5
COc1ccc(C2Nc3ccccc3-c3cc(C)nn32)c(OC)c1 (centres undefined),110,0.9
O=C(Cc1cccc2ccccc12)NCCN1CCOCC1,106,0.4
COc1ccc(-c2nn3c(=O)cc(CN4CCN(S(=O)(=O)c5ccc(C)cc5)CC4)nc3s2)cc1,108,0.1
Cc1ccc(Cn2c(SCC(=O)NCc3ccc(Cl)cc3)nc3ccsc3c2=O)cc1,116,1.5
CCCCC(=O)N1CCc2cc(OC)c(OC)cc2C1COc1ccc(OC)cc1 (centres undefined),106,-0.1
CCn1c(C)[n+](CC)c2ccc(S(=O)(=O)N3CCCCC3)cc21,101,0.2
COc1cccc(CNC(=O)CCc2c(C)nn(-c3ccc(N4CCOCC4)nn3)c2C)c1,111,1.1
CCOc1ccc(NC(=O)CSc2oc(-c3ccco3)nc2S(=O)(=O)c2ccc(Cl)cc2)cc1,109,1.1
CCOc1ccc(-c2cc(C(F)(F)F)c(C#N)c(SCC(=O)Nc3ccccc3)n2)cc1,106,0.2
CCN(c1ccccc1)S(=O)(=O)c1ccc(N(C)Cc2cccs2)nc1,100,-0.6
O=C1C=C(c2ccccc2)OC(c2ccccc2)O1 (centres undefined),100,-0.5
Cc1ccc2nc(CSc3nnc(NC(=O)CC(C)C)s3)cc(=O)n2c1,110,1
C(=Nc1ccc(Cc2ccc(N=Cc3ccccn3)cc2)cc1)c1ccccn1,104,0.2
C=CCN(C(=O)C(C)Sc1nc2ncccc2o1)c1ccccc1 (centres undefined),99,-1.3
CCN(CC)CCn1c(=O)[nH]c2cc(C(=O)NC3CCCC3)ccc21,104,1
CCN(CC(=O)Nc1ccc(Br)cc1)CC(=O)Nc1ccc(NC(C)=O)cc1,104,0.1
Cn1nnnc1SCC(=O)Nc1ccc(C(=O)N2CCN(Cc3cccs3)CC2)cc1,108,0.6
O=C(Cn1cnc2c(oc3ccccc32)c1=O)Nc1ccccc1F,100,-0.4
OCCNc1nnc2c(n1)[nH]c1ccccc12,107,2.3
CCCN(CCC)C(=O)c1nn(C)c2c1CSc1ccccc1-2,119,0.7
CCOCCc1nn2c(=O)cc(COC(=O)c3ccccc3NC(=O)c3ccccc3F)nc2s1,111,1.1
COc1ccc(C(=O)CSC2=NCCCCCC2)cc1,96,-1.6
CC1CN(CC(O)COC(C)c2ccc(Cl)cc2)CC(C)O1 (centres undefined),102,-0.2

# An excerpt of these results, with tabs:
SMILES	PV pol inh	PV pol inh FP z-score
CCn1c(C)[n+](CC)c2ccc(S(=O)(=O)N3CCCCC3)cc21	101	0.2
COc1cccc(CNC(=O)CCc2c(C)nn(-c3ccc(N4CCOCC4)nn3)c2C)c1	111	1.1
CCOc1ccc(NC(=O)CSc2oc(-c3ccco3)nc2S(=O)(=O)c2ccc(Cl)cc2)cc1	109	1.1
CCOc1ccc(-c2cc(C(F)(F)F)c(C#N)c(SCC(=O)Nc3ccccc3)n2)cc1	106	0.2
CCN(c1ccccc1)S(=O)(=O)c1ccc(N(C)Cc2cccs2)nc1	100	-0.6
O=C1C=C(c2ccccc2)OC(c2ccccc2)O1 (centres undefined)	100	-0.5
Cc1ccc2nc(CSc3nnc(NC(=O)CC(C)C)s3)cc(=O)n2c1	110	1
C(=Nc1ccc(Cc2ccc(N=Cc3ccccn3)cc2)cc1)c1ccccn1	104	0.2
C=CCN(C(=O)C(C)Sc1nc2ncccc2o1)c1ccccc1 (centres undefined)	99	-1.3
CCN(CC)CCn1c(=O)[nH]c2cc(C(=O)NC3CCCC3)ccc21	104	1
CCN(CC(=O)Nc1ccc(Br)cc1)CC(=O)Nc1ccc(NC(C)=O)cc1	104	0.1
Cn1nnnc1SCC(=O)Nc1ccc(C(=O)N2CCN(Cc3cccs3)CC2)cc1	108	0.6
O=C(Cn1cnc2c(oc3ccccc32)c1=O)Nc1ccccc1F	100	-0.4
OCCNc1nnc2c(n1)[nH]c1ccccc12	107	2.3
CCCN(CCC)C(=O)c1nn(C)c2c1CSc1ccccc1-2	119	0.7
CCOCCc1nn2c(=O)cc(COC(=O)c3ccccc3NC(=O)c3ccccc3F)nc2s1	111	1.1
COc1ccc(C(=O)CSC2=NCCCCCC2)cc1	96	-1.6
CC1CN(CC(O)COC(C)c2ccc(Cl)cc2)CC(C)O1 (centres undefined)	102	-0.2

# Further compounds.
SMILES,PV pol inh,PV pol inh FP z-score
Cc1cccc(C)c1NC(=O)Nc1csc2c1CCCC2,110,0
COc1ccc(NC(=O)Nc2nnc(C)s2)cc1,110,0.5
Cc1ccc(NC(NC(=O)c2cccs2)C(=O)c2ccccc2)cc1 (centres undefined),100,-0.5
CC1CCc2c(sc(NC(=O)c3cccs3)c2C(=O)N2CCCCC2)C1 (centres undefined),100,0.1
Cc1ccc(-n2ncc3c(NC4CCCCCC4)ncnc32)cc1Cl,101,-1
COc1ccc(NC(=O)c2c(NC(=O)COc3ccccc3)sc3c2CCCCC3)cc1,105,0
CN(C(=O)COC(=O)c1cnc(Cl)c(Cl)c1)C1CCCCC1,100,-0.6
COc1ccc(-c2noc(-c3ccccc3NC(=O)c3cc(OC)c(OC)c(OC)c3)n2)cc1,106,-0.1
O=C(OCC(=O)c1ccc(Cl)cc1Cl)c1ccccn1,104,0.9
N#CCOC(=O)c1ccccc1NC(=O)c1ccccc1,108,0.5
COc1cccc(-n2c(=O)c3sccc3n(Cc3ccc(C(C)(C)C)cc3)c2=O)c1,99,-1
CCN(CCCNC(=O)c1cc(Nc2ccccc2OC)nc2ccccc12)c1cccc(C)c1,106,-0.5
CCS(=O)(=O)Nc1cc(C(C)(C)C)ccc1OC,102,-0.1
COc1ccc(-c2noc(CC(=O)Nc3ccc(C)c(F)c3)n2)cc1,106,-0.1
O=C1CCC(=O)N1N1C(=O)C2C3c4ccccc4C(c4ccccc43)C2C1=O (centres undefined),101,0.2
CCC(=O)/C=C1/Sc2ccc(OC)cc2N1CC,101,0.3
O=C(Nc1ccc(C(F)(F)F)cc1)N1C2CCC1CC(O)(c1cccnc1)C2 (centres undefined),104,0.8
O=C(CNc1nnnn1-c1ccccc1)Nc1ccc(F)c(F)c1F,105,0.3
CC(C)NC(=O)COn1nnc2ccc(Cl)cc21,107,0.6
O=C(NC1=NCCS1)C1COc2ccccc2O1 (centres undefined),104,0.2
COc1ccc(C(=O)Nc2nnc(SCc3cc(=O)c4cc(C)cc(C)c4[nH]3)s2)cc1,105,-0.3
Cc1ccc(CN2CCC(CNC(=O)c3cnn(-c4ccccc4Cl)c3C3CCN(C(=O)OC(C)(C)C)CC3)CC2)cc1,102,-0.8
COc1ccccc1Nc1ccc(N=Cc2ccc(F)c(F)c2)cc1,105,1.3
O=C(c1ccc(Cl)cc1)n1c(=O)oc2cc(Cl)ccc21,103,0.3
c1ccc(C2CC(c3ccccc3)n3nnnc3N2)cc1 (centres undefined),103,0.5

# Continuation:
SMILES,PV pol inh,PV pol inh FP z-score
Cc1nc2cccnc2n1-c1cccc(C(=O)NCCc2ccc(Cl)cc2)c1,106,-0.1
COc1cccc(-c2noc(C(C)Oc3ccccc3)n2)c1 (centres undefined),105,0.8
CC(C)C(=O)Nc1ccc(CN2CCOCC2)cc1,109,0.7
O=C(O)C1CCC(Cn2c(=S)[nH]c3ccccc3c2=O)CC1 (centres undefined),102,0.6
O=C(c1ccccc1)c1ccccn1,100,0.1
COc1ccc(Cc2nn3c(C(F)(F)F)nnc3s2)cc1OC,105,1.5
CC1CC(C)(C)N(C(=O)c2ccccc2F)c2ccccc21 (centres undefined),104,0.5
CSc1ccc(CCNC(=O)Nc2cn(C)c(=O)c3ccccc23)cc1,45*,-12*
CCOC(=O)c1c(C)oc2c1c1c(c3ccccc32)OCN(C(C)C)C1,104,0.1
O=C(Nc1ccc2c(c1)oc1ccc(S(=O)(=O)N3CCCC3)cc12)C1CC1,98,-0.4
COc1cccc(CNC(=O)c2cnn3c(C)c(Cc4c(C)cc(C)cc4C)c(C)nc23)c1,103,0.6
COc1ccc(N)cc1N=Cc1ccc(C#N)cc1,87,-6.7
COc1ccccc1CNc1nc(-c2ccco2)nn1S(=O)(=O)c1ccc(C)cc1,110,0.8
Cc1ccccc1-c1nnc(SCC(=O)Oc2c(C)cccc2C)o1,104,0.9
COC(=O)C(C)Oc1cc2oc(=O)cc(C)c2cc1Cl (centres undefined),101,0.1
O=C(O)c1cccc(OC(F)F)c1,98,-0.6
COc1ccc(Cc2nn3c(-c4ccccc4Br)nnc3s2)cc1,102,0.2
Cc1ccc(C)c(SCC(=O)NC(C)C(c2ccccc2)N2CCOCC2)c1 (centres undefined),88*,-7.1*
CC(=O)OC1CCN(c2cc(C(F)(F)F)nc3cc(Cl)cc(Cl)c23)CC1,105,0.2
CC1(C)C(c2ccccc2)=[N+]([O-])C(c2ccc(Br)cc2)N1O (centres undefined),100,-0.5
CCCc1nnc(NC(=O)Cc2coc3ccc(C(C)C)cc23)s1,112,-0.2
CCC(C)NC(=O)c1ccc2c(c1)N(Cc1ccccc1F)C(=O)c1ccccc1S2=O (centres undefined),108,0.4
CS(=O)(=O)c1ccc(C(=O)N2CCN(c3ccccc3)CC2)cc1,105,0.9
COc1ccc(C2C(C(=O)Nc3ccccc3)=C(C)Nc3nc(-c4ccccc4)nn32)cc1OC (centres undefined),105,0.1
C[C@H]1C[C@@H]2[C@H]([C@@H](O)C[C@@]3(C)[C@H]2CC[C@]3(O)C(=O)CO)[C@@]2(C)C=CC(=O)C=C12,99,-0.3

# Other records follow:
SMILES,PV pol inh,PV pol inh FP z-score
O=C(NCCSCc1c(F)cccc1Cl)C1CCN(S(=O)(=O)Cc2ccccc2)CC1,104,-0.4
CC1C(c2ccccc2)OCCN1C(=O)CCN1C(=O)c2ccccc2C1=O (centres undefined),106,0.4
C/C=C/C(=O)NCC1OCCc2ccccc21 (centres undefined),102,0.2
CSc1nn(-c2ccc(C(=O)OCC(=O)N(C)C)cc2)c(=S)s1,101,0
COc1ccccc1CNC(=O)C1c2ccccc2C(=O)N2CCc3ccccc3C12 (centres undefined),101,-0.4
O=C(Cc1ccc(NC(=O)N2CCCCc3ccccc32)cc1)NCc1ccccc1Br,109,0.3
CCn1c(O)c(C=NCC(c2ccc(OC)cc2)N(C)C)c(=O)n(CC)c1=S (centres undefined),102,-0.1
COc1ccc(Nc2cc(N3CCCCC3)ncn2)cc1,98,-0.7
O=C(CSc1nc2ccccc2o1)NCC12CC3CC(CC(C3)C1)C2,101,-0.1
COc1ccccc1N=Cc1sc2ccccc2c1O,72&77,-8.7&-7
Cn1cccc1C(=O)Nc1cc(S(C)(=O)=O)ccc1Cl,97,-0.8
O=C(CCN1C(=O)c2ccccc2C1=O)Oc1c(-c2ccco2)oc2ccccc2c1=O,101,0.5
CCOC(=O)N1CCN(c2cc(C(F)(F)F)nc3c(Cl)cccc23)CC1,105,0.2
Cc1ccc(-c2onc(C)c2C)cc1S(=O)(=O)NCc1cccs1,108,0.2
Cc1ccc(N2C(=O)CC(C(=O)NC3(C)CCS(=O)(=O)C3)C2c2cccs2)cc1 (centres undefined),101,-0.3
COc1ccc(NC(=O)CCCn2sc3ccccc3c2=O)cc1,99,-1.8
CC(=O)Oc1ccc(Cl)c2cccnc12,101,0.3
COc1ccc(S(=O)(=O)/C=C/c2ccccc2)cc1,101,0.2
CC1(C)CC(=O)C(C(O)c2ccccc2)C(C)(C)N1 (centres undefined),101,-0.1
N#Cc1c(C(F)(F)F)cc(-c2ccccc2)n(N)c1=O,108,0.8
CC(C)(C)OC(=O)N1CCN(c2ncnc3nc[nH]c23)CC1,104,0.1
O=C(NCCOc1ccccc1)C1=CC=CN2CCS(=O)(=O)N=C12,103,0
CCN(c1ccccc1)c1cc(C)c2ccccc2n1,106,0.3
COc1ccc(/C=c2\oc3cccc4c(OC)ccc(c2=O)c34)cc1,106,0.8
COc1cccc(CNC(=O)C(C)n2c3ccccc3c3cnn(C)c(=O)c32)c1 (centres undefined),101,-0.3

# Later entries.
SMILES,PV pol inh,PV pol inh FP z-score
NS(=O)(=O)c1ccc(NC(=O)CSc2nc3ccccc3n2C2CCCCC2)cc1,107,1.1
CCOC(=O)C1=C(c2ccccc2)Nc2ncnn2C1c1ccc(Cl)cc1 (centres undefined),102,-0.9
C=CCNC(=O)CSc1nc2scc(-c3ccco3)c2c(=O)n1CC=C,100,-0.5
Cc1ccc(-n2c(C)nnc2SCC(=O)N(c2ccccc2)C(C)C)cc1,103,0.7
O=C(c1cccc(S(=O)(=O)N2CCOCC2)c1)N1CCCCC1,103,0.2
COc1ccc2nc(C3C(=O)c4cccnc4C3=O)ccc2c1 (centres undefined),102,0.4
Nc1ccc(-n2cnnn2)cc1,103,0.1
C=CCn1c(SCC(=O)c2ccc(NC(=O)CC)cc2)nnc1C1COc2ccccc2O1 (centres undefined),112,1.3
N#CCSc1nc2ccc(N)cc2s1,101,0.1
Cc1nn(C)c2c1c(C(F)(F)F)cc(=O)n2CC(=O)Nc1ccc(F)cc1F,107,0.3
CCN(CC)CCCn1c(-c2ccccc2)cn2c3ccccc3nc12,104,0.4
CCCCc1nc2c(nnn2Cc2ccccc2)c(=O)[nH]1,102,0.3
CCN(CC)c1ccc2cc(-c3nnc(-c4cccnc4)o3)c(=O)oc2c1,39,-6.9
O=C1c2ccccc2C(=O)N1CCCCn1c(=O)oc2ccccc21,98,0
N#C/C(=C\c1ccc(-c2cccc(C(F)(F)F)c2)o1)c1ccccc1,98,-0.5
CCn1c(SCCOc2ccc(OC)cc2)nnc1C(CO)NC(=O)c1ccc(OC)cc1 (centres undefined),101,0.5
N#Cc1ccc(OCCOC(=O)Cn2cnnn2)cc1,103,0.1
CC(=O)Nc1ccc(S(=O)(=O)Nc2cccc(-c3ccc(N4CCCCCC4)nn3)c2)cc1,110,1
O=C(/C=C\c1cn(-c2ccccc2)nc1-c1cccs1)N1CCOCC1,102,0.3
